Source: PubChem (National Center for Advancing Translational Sciences (NCATS))
HP1b binding inh – HP1-beta chromodomain-methylated histone interaction inhibition; P83916; AlphaScreen HP1-beta / biotin-H3K9me3 peptide binding; Potency, µM (series often up to 114 µM), inactives show top-dose activity change, negative = inhibition, hits mostly inhibitors; 0.56% of 390,000 active; AID 540317; also: potency is read from the fitted curve at half-maximal effect; nearly all actives have a fitted effect of over 70% in size; inactives centre near 23
Target sequence (P83916 whole entry, looked up): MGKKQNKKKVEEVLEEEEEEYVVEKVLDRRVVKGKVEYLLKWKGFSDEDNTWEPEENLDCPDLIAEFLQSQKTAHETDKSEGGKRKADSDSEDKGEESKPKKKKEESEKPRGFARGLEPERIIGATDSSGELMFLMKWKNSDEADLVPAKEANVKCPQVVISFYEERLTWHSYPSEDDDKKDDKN
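Compound inhibition of the preformed complex between 50 nM HP1-beta and 50 nM biotinylated H3K9me3 peptide was read by AlphaScreen. Buffer was PBS pH 7.4 with 0.01% Tween-20. Incubations ran 30 min at room temperature, with 10 ug/mL donor/acceptor beads.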
IDH1 R132H inh – inhibitors of human mutant IDH1 R132H | O75874 | IDH1-R132H enzyme, NADPH consumption, diaphorase/resazurin fluorescence | Potency, µM (series often up to 76.6 µM), for the others: at the top dose activity change, negative = inhibition, hits mostly inhibitors | 0.093% of 390,000 active | AID 602179; also: potency is read from the fitted curve at half-maximal effect; % is scaled to controls: 0 for no effect and ±100 for the full control effect; nearly all actives have a fitted effect of over 65% in size
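IDH1-R132H (0.5 ug/mL dispensed) in pH 7.5 Tris buffer was preincubated 30 min with compound, then given a substrate mix of 0.016 mM NADPH and 2 mM alpha-KG for 80 min at room temperature; remaining NADPH was read by diaphorase/resazurin fluorescence.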
PGK inhibitor – blocks T. brucei phosphoglycerate kinase; PGK/GAPDH coupled, Kinase-Glo luminescence, 60 min; AID 602233; 0.043% of 380,000 active; Potency, µM (top dose mostly 57.5 µM), for the others: at the highest dose activity change, negative = inhibition, actives largely listed as inhibitors; P07378; also: potency is read from the fitted curve at half-maximal effect; % is scaled to controls: 0 for no effect and ±100 for the full control effect; nearly all actives have a fitted effect of over 60% in size
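Recombinant glycosomal PGK reaction used 1,3-bisphosphoglycerate generated in-well by GAPDH (100nM final) in 100mM TEA pH 7.6, 5mM MgCl2, 0.01% Tween-20. After 60 minutes at room temperature, ATP was read by Kinase-Glo Plus luminescence end-point.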
TrxR1 inh – blocks rat thioredoxin reductase 1 | 1% of 390,000 active | recombinant rTrxR1, NADPH fluorescence consumption, selenite substrate | AID 588453 | Potency, µM (doses to about 114 µM), without a hit: top-dose activity change, negative = inhibition, actives largely listed as inhibitors | O89049; also: potency is read from the fitted curve at half-maximal effect; % is scaled to controls: 0 for no effect and ±100 for the full control effect; nearly all actives have a fitted effect of over 65% in size
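Rat TrxR1 (90 nM in the dispensed reagent) was pre-reduced with 400 uM NADPH for 5 min at room temperature, then incubated with compound for 15 min. After 400 uM selenite was added, NADPH fluorescence (Ex 340/Em 450 nm) was followed for 8 min.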
USP1-UAF1 inh – blocks the human USP1/UAF1 deubiquitinase complex; O94782; recombinant USP1/UAF1, Ub-Rhodamine cleavage fluorescence; Potency, µM (doses to about 57.1 µM), for the others: at the top dose activity change, negative = inhibition, usual class: inhibitors; 0.23% of 390,000 active; also: potency is read from the fitted curve at half-maximal effect; % is scaled to controls: 0 for no effect and ±100 for the full control effect; nearly all actives have a fitted effect of over 60% in size; inactives centre near -12
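Step one: compound is pinned into 1nM USP1/UAF1 in HEPES pH 7.8 buffer with TCEP. Step two: 15 min room-temperature incubation. Step three: Ub-Rho (150nM final) starts cleavage, tracked by fluorescence over six one-minute reads.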
PI4K2A block – blocks human PI4K2A kinase activity. purified PI4K2A, ADP-Glo luminescence, 1 h; active compounds read low. activity change, negative = inhibition, % at 76.9 µM. 0.13% of 420,000 active. AID 1346378; in the data active = activity change below about -50%; inconclusive = mostly about -30% to -49%;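 also: -100% = wells without enzyme as full effect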
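Compounds are screened against recombinant PI4K2A using PI as substrate and ATP, the latter dispensed at 300 microM. Reactions run one hour at ambient temperature before ADP-Glo detection; full inhibition defined by wells lacking enzyme.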
Pin1 inh – inhibitors of human Pin1 | Q13526 | Pin1 FP peptide displacement, HiFluor488, 10 min | Potency, µM (doses to about 115 µM), without a hit: top-dose activity, negative = inhibition, most hits filed as inhibitors | 0.009% of 390,000 active | AID 504891; active = well fitted inhibition curve with a large enough effect in the polarisation, with a control signal flat, not every such curve was filed as active; inconclusive = small, poorly fitted or top-dose-only effect, or effect the other way, or a change in a side signal; inactive = no such curve, though single readings can be large or run the other way; the % refers to the polarisation; also: potency is read from the fitted curve at half-maximal effect; % is scaled to controls: 0 for no effect and ±100 for the full control effect
Target sequence (Q13526 whole entry, looked up): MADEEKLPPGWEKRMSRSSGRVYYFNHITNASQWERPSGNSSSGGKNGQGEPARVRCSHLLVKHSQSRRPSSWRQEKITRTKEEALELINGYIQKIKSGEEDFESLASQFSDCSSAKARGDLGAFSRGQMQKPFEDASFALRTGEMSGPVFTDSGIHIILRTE
TrxR1 substrate – substrates of rat thioredoxin reductase 1. purified TrxR1 substrate turnover, NADPH consumption readout. Potency, µM (top dose mostly 114 µM), without a hit: at the highest dose activity change, negative = substrate turnover. 0.01% of 390,000 active. AID 588456; also: potency is read from the fitted curve at half-maximal effect; % is scaled to controls: 0 for no effect and ±100 for the full control effect; nearly all actives have a fitted effect of over 50% in size
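Rat TrxR1, dispensed at 90 nM, was prereduced with 400 uM NADPH (final) for 5 min at ~22 deg C, then incubated with compound 15 min before 400 uM selenite. A first-read NADPH fluorescence drop versus no-compound background flagged substrates.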
GLS inh – blocks human kidney-isoform glutaminase activity | O94925 | 0.21% of 410,000 active | Potency, µM (titrated, usually from 45.5 µM), for the others: at the top dose activity change, negative = inhibition, usual class: inhibitors | GLS enzymatic activity, qHTS titration; also: potency is read from the fitted curve at half-maximal effect; % is scaled to controls: 0 for no effect and ±100 for the full control effect
Target sequence (O94925 whole entry, looked up, canonical isoform): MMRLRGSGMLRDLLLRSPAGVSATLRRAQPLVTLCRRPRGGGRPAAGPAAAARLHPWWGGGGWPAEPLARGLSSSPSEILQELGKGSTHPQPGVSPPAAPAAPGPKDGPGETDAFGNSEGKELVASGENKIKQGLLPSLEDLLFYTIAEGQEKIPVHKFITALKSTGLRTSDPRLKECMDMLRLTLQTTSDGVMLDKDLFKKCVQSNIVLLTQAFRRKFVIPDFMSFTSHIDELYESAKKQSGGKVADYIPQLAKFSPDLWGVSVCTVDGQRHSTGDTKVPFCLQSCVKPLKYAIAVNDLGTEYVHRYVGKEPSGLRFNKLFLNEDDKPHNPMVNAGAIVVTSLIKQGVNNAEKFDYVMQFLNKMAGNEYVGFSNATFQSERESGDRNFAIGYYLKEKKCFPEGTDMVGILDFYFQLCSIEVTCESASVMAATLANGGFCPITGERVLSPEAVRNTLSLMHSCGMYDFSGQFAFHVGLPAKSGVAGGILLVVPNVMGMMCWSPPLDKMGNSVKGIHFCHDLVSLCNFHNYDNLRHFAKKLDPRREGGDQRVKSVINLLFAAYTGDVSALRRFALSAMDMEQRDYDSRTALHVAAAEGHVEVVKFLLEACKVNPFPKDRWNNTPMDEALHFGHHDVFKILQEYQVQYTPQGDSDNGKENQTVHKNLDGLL
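Glutamate formation by hKGA was monitored fluorometrically using coupled glutamate oxidase, HRP and Amplex Red. Substrate was added as 1 mM L-glutamine solution; incubation was 30 min at RT after an initial read.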
An asterisk follows results filed as active; [ ] = remark or other dose. Unless noted, calls follow the shape of the dose curve; as a rule, active = well fitted curve in the direction sought with a large enough effect; inconclusive = small, poorly fitted or top-dose-only effect, or another doubt; inactive = no such curve, though single readings can be large; an effect the other way counts as inactive or inconclusive. These rows are one share of the data; count on the stated rates, not on these rows.

Cc1nnc(C)n1/N=C/c1cc(Br)ccc1O was read as HP1b binding inh 2%, IDH1 R132H inh 0%, PGK inhibitor -2%, TrxR1 inh 19%[57.1 µM], USP1-UAF1 inh -23%, PI4K2A block -6, Pin1 inh -8%, TrxR1 substrate 10%[57.1 µM] and GLS inh 15%.
`CCOc1cc(NCc2ccccc2)c2ncn(C(C)C)c2c1` gave HP1b binding inh inconclusive, IDH1 R132H inh inconclusive, PGK inhibitor 0%, TrxR1 inh 13%[57.1 µM], USP1-UAF1 inh inconclusive, PI4K2A block -4, Pin1 inh inconclusive, TrxR1 substrate -8% and GLS inh 35%[activator].
Screening CCOC(=O)c1cc(-c2ccccc2)sc1NC(=O)C(C)OC(=O)c1cccnc1Cl (centres undefined) returned HP1b binding inh 40%[activator], IDH1 R132H inh 3%, PGK inhibitor -10%, TrxR1 inh -10%, USP1-UAF1 inh -21%, PI4K2A block 2, Pin1 inh 2%, TrxR1 substrate -7% and GLS inh -9%.
Screening CC(C)Sc1nc2c(c(=O)n(C)c(=O)n2C)n1C returned HP1b binding inh 21%, IDH1 R132H inh 4%, PGK inhibitor 7%[11.5 µM], TrxR1 inh 3%, USP1-UAF1 inh 16%, PI4K2A block 0, Pin1 inh -10%, TrxR1 substrate 2% and GLS inh -2%.
Screening O=C(COC(=O)c1ccc([N+](=O)[O-])o1)Nc1cccc(S(=O)(=O)N2CCOCC2)c1 returned HP1b binding inh 39%, IDH1 R132H inh 7%, PGK inhibitor 6%, TrxR1 inh inconclusive, USP1-UAF1 inh inconclusive, PI4K2A block 0, Pin1 inh -6%, TrxR1 substrate 7%[57.1 µM] and GLS inh -17%.
For COc1ccccc1-n1c([S-])c(C(=O)Nc2ccccc2C(F)(F)F)[n+]2ccc(C(=O)NCCO)cc12 the results were HP1b binding inh inconclusive, IDH1 R132H inh 4%, PGK inhibitor -4%, TrxR1 inh 27%[57.1 µM], USP1-UAF1 inh -14%, PI4K2A block 1, Pin1 inh 42%[activator], TrxR1 substrate -5% and GLS inh -12%.
Screening CCOC(=O)Cc1nnc(Nc2cc(C)ccc2C)c2ccccc12 returned HP1b binding inh 41%[activator], IDH1 R132H inh -11%, PGK inhibitor 1%, TrxR1 inh 26%, USP1-UAF1 inh -14%, PI4K2A block 0, Pin1 inh 1%, TrxR1 substrate 1% and GLS inh 3%.
For O=S(=O)(c1cc(Cl)ccc1Br)N1CCCCC1 the results were HP1b binding inh 106%[activator], IDH1 R132H inh 9%, PGK inhibitor -4%, TrxR1 inh 11%, USP1-UAF1 inh -12%, PI4K2A block -1, Pin1 inh -5%, TrxR1 substrate 0% and GLS inh 3%.
O=C(COC(=O)c1cnccn1)Nc1cccc(F)c1 was read as HP1b binding inh 47%[activator], IDH1 R132H inh 12%, PGK inhibitor -10%, TrxR1 inh -1%, USP1-UAF1 inh -22%, PI4K2A block -3, Pin1 inh 0%, TrxR1 substrate -3% and GLS inh -1%.
Screening Cc1ccc(C)c(NS(=O)(=O)c2ccc(-n3cccn3)cc2)c1 returned IDH1 R132H inh -3%, PGK inhibitor 1%, USP1-UAF1 inh 3%, PI4K2A block -1 and GLS inh 1%.
`Cc1ccc(-c2noc(-c3ccccc3NC(=O)C3CC(=O)N(c4ccc(C)cc4)C3)n2)cc1` (centres undefined) gave HP1b binding inh 25%, IDH1 R132H inh inconclusive, PGK inhibitor -1%, TrxR1 inh 2%, USP1-UAF1 inh -26%, PI4K2A block 0, Pin1 inh 16%, TrxR1 substrate -6% and GLS inh -18%.
Screening CCCOc1ccc(N2C(=O)C3C(C(C)C)NC4(C(=O)c5ccccc5C4=O)C3C2=O)cc1 (centres undefined) returned HP1b binding inh 16%, IDH1 R132H inh -2%, PGK inhibitor 1%, TrxR1 inh 12%, USP1-UAF1 inh -9%, PI4K2A block -20, Pin1 inh 2%, TrxR1 substrate -5% and GLS inh 1%.
CC(C)(C)C(=O)OC/C(N)=N/OC(=O)c1ccc(Cl)cc1 was read as HP1b binding inh 34%, IDH1 R132H inh 10%, PGK inhibitor -4%, TrxR1 inh 8%[57.1 µM], USP1-UAF1 inh -26%, PI4K2A block -1, Pin1 inh -5%, TrxR1 substrate 0%[57.1 µM] and GLS inh 0%.
For O=C(CN1CCOCC1)Nc1ccccc1C(=O)O the results were HP1b binding inh 34%[activator], IDH1 R132H inh 0%, PGK inhibitor -8%, TrxR1 inh 14%, USP1-UAF1 inh -13%, PI4K2A block 0, Pin1 inh -4%, TrxR1 substrate 4% and GLS inh -16%.
Screening CC(=O)c1cccc(N(C(=O)c2csnn2)C(C(=O)NC2CCCC2)c2ccccc2)c1 (centres undefined) returned HP1b binding inh 1%, IDH1 R132H inh -16%, PGK inhibitor 1%, TrxR1 inh 19%, USP1-UAF1 inh -1%, PI4K2A block 3, Pin1 inh -17%, TrxR1 substrate 2% and GLS inh 8%.
O=C(O)C1CCN1C1CCCCC1 (centres undefined) was read as HP1b binding inh -16%, IDH1 R132H inh 4%, PGK inhibitor -4%, TrxR1 inh -3%, USP1-UAF1 inh 5%, PI4K2A block -2, Pin1 inh -2%, TrxR1 substrate -6% and GLS inh 6%.
For O=C(c1cccc(S(=O)(=O)N2CCOCC2)c1)N1CCN(c2ccc(F)cc2)CC1 the results were HP1b binding inh 59%[activator], IDH1 R132H inh 7%, PGK inhibitor inactive, TrxR1 inh -3%, USP1-UAF1 inh -2%, PI4K2A block 1, Pin1 inh -1%, TrxR1 substrate 5% and GLS inh 8%.
CCCCc1c(C)nc2ccccc2c1SCCC(=O)O was read as HP1b binding inh 20%, IDH1 R132H inh 5%, PGK inhibitor -10%, TrxR1 inh 9%[11.4 µM], USP1-UAF1 inh -20%, PI4K2A block 3, Pin1 inh 8%, TrxR1 substrate 6%[11.4 µM] and GLS inh -7%.
Screening C[C@H](CO)N1C[C@H](C)[C@@H](CN(C)C(=O)Nc2ccc(C(F)(F)F)cc2)Oc2ccc(NC(=O)NC3CCCCC3)cc2C1=O returned HP1b binding inh 29%, IDH1 R132H inh -2%, PGK inhibitor -6%, TrxR1 inh 8%, USP1-UAF1 inh -18%, PI4K2A block -2, Pin1 inh 2%, TrxR1 substrate 0% and GLS inh 1%.
`O=C(O)c1ccc2c(c1)nnn2C1CCCCC1` gave HP1b binding inh 42%[activator], IDH1 R132H inh 1%, PGK inhibitor -7%, TrxR1 inh -2%, USP1-UAF1 inh 1%, PI4K2A block 1, Pin1 inh 1%, TrxR1 substrate -6% and GLS inh -4%.
For Cc1ncc([N+](=O)[O-])n1Cc1cccc2ccccc12 the results were HP1b binding inh 24%, IDH1 R132H inh 5%, PGK inhibitor -9%, TrxR1 inh -3%[57.1 µM], USP1-UAF1 inh -6%, PI4K2A block -7, Pin1 inh 0%, TrxR1 substrate -2% and GLS inh 5%.
For Cn1cc([N+](=O)[O-])c(C(=O)N/N=C/c2ccc([N+](=O)[O-])cc2)n1 the results were HP1b binding inh 35%, IDH1 R132H inh -1%, PGK inhibitor -7%, TrxR1 inh -13%, USP1-UAF1 inh -4%, PI4K2A block -2, Pin1 inh inconclusive, TrxR1 substrate -14% and GLS inh 1%.
For COc1ccc(C(=O)Nc2onc3c2CCCC3)cc1 the results were HP1b binding inh 5%, IDH1 R132H inh 18%, PGK inhibitor -13%, TrxR1 inh 19%, USP1-UAF1 inh -6%, PI4K2A block -9, Pin1 inh -5%, TrxR1 substrate -4% and GLS inh -5%.
`COc1ccc(C(=O)Nc2cccc(/C(C)=N/NC(=O)c3ccc([N+](=O)[O-])c(C)c3)c2)cc1OC` gave HP1b binding inh 41%[activator], IDH1 R132H inh 4%, PGK inhibitor 1%, TrxR1 inh 5%, USP1-UAF1 inh -21%, PI4K2A block -1, Pin1 inh -4%, TrxR1 substrate -4% and GLS inh -8%.
CCCNC(=O)NC(C)C12CC3CC(CC(C3)C1)C2 (centres undefined) was read as HP1b binding inh 24%, IDH1 R132H inh 8%, PGK inhibitor -6%, TrxR1 inh 15%, USP1-UAF1 inh -22%, PI4K2A block -2, Pin1 inh -1%, TrxR1 substrate 13% and GLS inh -4%.
For O=C(NCC(c1ccco1)N1CCN(c2ccccc2F)CC1)C1CCCCC1 (centres undefined) the results were HP1b binding inh 0%, IDH1 R132H inh 1%, PGK inhibitor -7%, TrxR1 inh 2%, USP1-UAF1 inh -9%, PI4K2A block -1, Pin1 inh -2%, TrxR1 substrate 0% and GLS inh 8%.
For Cc1ccc2c(c1)N(CC(=O)NCCCN1C(C)CCCC1C)C(=O)c1cccnc1O2 (centres undefined) the results were HP1b binding inh 50%[activator], IDH1 R132H inh 12%, PGK inhibitor inactive, TrxR1 inh 4%[57.1 µM], USP1-UAF1 inh -20%, PI4K2A block -7, Pin1 inh 3%, TrxR1 substrate -9%[57.1 µM] and GLS inh -4%.
For O=C(CCC(=O)Nc1ccccc1)NNC(=O)CCc1ccccc1 the results were HP1b binding inh 50%[activator], IDH1 R132H inh 2%, PGK inhibitor 1%, TrxR1 inh -7%[57.1 µM], USP1-UAF1 inh -14%, PI4K2A block -12, Pin1 inh -4%, TrxR1 substrate -4%[57.1 µM] and GLS inh -6%.
